# BRCA1 expr act: activators of BRCA1 expression | MCF7-BRCA1-FFLuc reporter, luminescence, 48 h; response scale: scaled: vehicle 0%, 10 µM genistein 100% | Potency, µM (top dose mostly 46.1 µM), for the others: at the highest dose activation, actives largely listed as activators | 1.1% of 380,000 active | AID 624202; active means well fitted activation curve with a large enough effect; inconclusive means small, poorly fitted or top-dose-only effect; inactive means no such curve, though single readings can be large or run the other way; further: nearly all actives have a fitted effect of over 80% in size; some results filed as inactive show a strong effect at the top dose
#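 48 h compound treatment of MCF7-BRCA1-FFLuc cells (phenol-red free MEM, 37 °C), then 15 min with luciferase substrate and luminescence imaging.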
# * = called active by the depositor; ? = inconclusive; [ ] = remark or other dose. Potency means the concentration at half of the fitted maximal effect. These rows are one share of the data; the hit share may differ from the screen's.
SMILES,BRCA1 expr act
COCCNC(=O)C1(C)CCN(C(=O)c2cccc(C)c2C)C1 (centres undefined),0%
CC(O)(c1ccc(F)c(F)c1)c1nc(-c2ccc(F)c(Cl)c2)cs1 (centres undefined),-11%
C#CCNC(=O)C[C@@H]1C[C@@]2(C(=O)OC)CCCCC=C2N(CCCCCCCC)C1=O,4%
CC1Cc2ccccc2N1C(=O)CSc1ccccn1 (centres undefined),91%
Cc1ccc(S(=O)(=O)N2CCOCC2)cc1NC(=O)COC(=O)c1ccco1,-1%
O=C(NCc1ccccn1)[C@@H]1CCCN1C(=O)[C@@H]1CCCN1C(=O)c1cccs1,3%
CCC(C(=O)NC(C)(C)C)N(Cc1ccc(OC)cc1)C(=O)c1snc(C(N)=O)c1N (centres undefined),-14%
CS(=O)(=O)c1ccc(-c2cccc(NC(=O)c3ccc4c(c3)OCO4)c2)nn1,-2%
OC[C@@H]1CN(CCN2CCOCC2)C[C@H](n2cnc3c(NCc4ccco4)ncnc32)O1,47%
OCC(O)C(O)C(O)C(O)C=Nc1ccc(/C=C/c2ccnc3ccccc23)cc1 (centres undefined),0%
COc1cc(C(=O)NC(CCSC)C(=O)Nc2ccc(N3CCOCC3)cc2)cc(OC)c1OC (centres undefined),-14%
O=C1C(=Cc2ccncc2)CCCc2ccccc21,-15%
C=CCC1CCCCC1=C(C#N)c1ccccc1 (centres undefined),7%
COc1cccc(CNC(=O)CCNC(=O)N2CC(=O)Nc3ccccc32)c1,-4%
CC1(Cc2cccc(F)c2)C(=O)Nc2ccc(-c3cccnc3)cc21 (centres undefined),0%
Cc1cn([C@H]2C[C@H](O)[C@@H](/C=C/C(=O)NCCc3ccc(S(N)(=O)=O)cc3)O2)c(=O)[nH]c1=O,5%
CCOC(=O)c1c(C)[nH]c(C)c1C(=O)COC(=O)c1nn(CC)c(=O)c2ccccc12,-2%
CS(=O)(=O)N1Cc2cc(C(=O)NCC3CC3)nc(-c3cccc(-c4cccnc4)c3)c2[C@@H]1CCO,-33%
CCC1=C(Nc2ccccc2)COC1=O,0%
C[C@@H]1CN([C@H](C)CO)C(=O)c2c(c3ccccc3n2C)-c2ccccc2CO[C@H]1CN(C)C(=O)Cc1ccccc1,-2%

# 7 compounds picked at random from the list so far, as already listed:
SMILES,BRCA1 expr act
COc1cccc(CNC(=O)CCNC(=O)N2CC(=O)Nc3ccccc32)c1,-4%
CS(=O)(=O)c1ccc(-c2cccc(NC(=O)c3ccc4c(c3)OCO4)c2)nn1,-2%
Cc1ccc(S(=O)(=O)N2CCOCC2)cc1NC(=O)COC(=O)c1ccco1,-1%
CC1Cc2ccccc2N1C(=O)CSc1ccccn1 (centres undefined),91%
Cc1cn([C@H]2C[C@H](O)[C@@H](/C=C/C(=O)NCCc3ccc(S(N)(=O)=O)cc3)O2)c(=O)[nH]c1=O,5%
C#CCNC(=O)C[C@@H]1C[C@@]2(C(=O)OC)CCCCC=C2N(CCCCCCCC)C1=O,4%
O=C1C(=Cc2ccncc2)CCCc2ccccc21,-15%

# Next section.
SMILES,BRCA1 expr act
CCOc1ccccc1Nc1cc(C)nc2ccccc12,-37%
CCOc1ccc(CNC(=O)C2CCCN(S(=O)(=O)N3CCC(C)CC3)C2)cc1OC (centres undefined),-3%
CC(C)CCNC(=O)c1cc(S(=O)(=O)N2CCC3(CC2)OCCO3)ccc1F,-2%
CCc1ccc2oc(-c3ccc(C)c(NC(=O)COc4ccc(Cl)cc4)c3)nc2c1,0%
CC(=O)Nc1ccc(-c2ccnc3c2CC(C)(C(=O)Nc2cccc(Oc4ccccc4)c2)O3)cc1 (centres undefined),-40%
COc1ccc(Cl)cc1NS(=O)(=O)c1cccc(C(=O)NCCCN2CCOCC2)c1,-4%
COc1ccc(F)cc1-c1cc(C(=O)NCc2cccc(C(F)(F)F)c2)[nH]n1,-28%
CCOC(=O)c1c(C)oc(=O)c(CC)c1O,6%
COCCCNC(=O)c1csc([C@@H]2C[C@H](O)[C@@H](CO)O2)n1,17%
N#Cc1ccccc1COC(=O)c1cc(S(=O)(=O)N2CCOCC2)ccc1F,-19%
COc1ccc(C(C)C)cc1-c1cc(C(=O)NCc2cc(C(F)(F)F)cc(C(F)(F)F)c2)[nH]n1,-15%
CC1CCCCC1=NNC(=O)c1ccccc1 (centres undefined),?
COc1ccc(NC(=O)C2(C)Cc3c(-c4cccc(NC(C)=O)c4)ccnc3O2)cc1 (centres undefined),-7%
COc1ccc([C@H]2C[C@H](n3cc(COC(=O)c4ccccc4)nn3)[C@@H](O)CN2Cc2cccs2)cc1,-11%
C=CCn1c(SCC(=O)Nc2cc(C)on2)nc2ccccc21,-21%
CCOc1ccc(Nc2ccc(S(=O)(=O)N3CCOCC3)cc2[N+](=O)[O-])cc1,-12%
CN(C)CCCN1c2ccc(O)cc2Sc2ccc(Cl)cc21,-75%
CC1(c2cccc(Br)c2)NC(=O)N(CC(=O)NCCC2=CCCCC2)C1=O (centres undefined),2%
COc1ccccc1-c1noc(CCC(=O)Nc2cccnc2)n1,3%
O=C(COC(=O)c1cc(=O)c2ccccc2o1)NCc1ccc(Cl)cc1,9%
CCc1nnc(NC(=O)c2ccc3c(=O)n4c(nc3c2)CCC4)s1,56%
CCOC(=O)C1(C)CCCN1C(=O)c1ccc(C(=O)OC)cc1 (centres undefined),0%
CC(C)CNC(=O)C1(C)CCCN1C(=O)c1c(Cl)cccc1Cl (centres undefined),14%
COc1ccc(CNC(=O)O[C@H]2Cn3c(=O)ccc(=O)n3[C@@H]3CN(S(=O)(=O)c4ccc(C)cc4)C[C@]23O)cc1OC,9%
COc1cccc(/C=C/C(=O)OCC(=O)NC2CCCC2)c1,-13%
Cc1ccc(C)c(N2CCN(C(c3ccccc3)c3nnnn3C(C)(C)C)CC2)c1 (centres undefined),-6%
Cc1ccc(S(=O)(=O)N2C[C@H]3n4c(=O)ccc(=O)n4C[C@H](OC(=O)NCC4CCCCC4)[C@@]3(O)C2)cc1,-81%[inhibitor]
COc1ccc(NC(=O)N(C)C[C@H]2OCCCC[C@H](C)Oc3ccc(NC(=O)Nc4ccc5c(c4)OCO5)cc3C(=O)N([C@@H](C)CO)C[C@@H]2C)cc1,-9%
COc1ccc(CC(N)c2csc(Nc3ccc(C(C)=O)cc3)n2)cc1 (centres undefined),-6%
Cc1nc(N2CCN(S(=O)(=O)c3cccs3)CC2)c2c(-c3ccccc3)c(C)sc2n1,-56%
Cc1ccc(S(=O)(=O)NC[C@H]2O[C@@H](n3ccc(N)nc3=O)[C@H](O)[C@@H]2O)s1,8%
CCC(c1nnnn1-c1c(C)cccc1C)N1CCN(c2ccc(C(F)(F)F)cc2[N+](=O)[O-])CC1 (centres undefined),0%
CCN(CC)c1ccc(C(=O)NNC(=O)C2CCN(c3ncnc4sc(C)c(C)c34)CC2)cc1,-5%
CCCCn1nnnc1C(c1cccc(OC)c1OC)N1CCN(C/C=C/c2ccccc2)CC1 (centres undefined),0%
O=C1NC[C@H](CCCCN2CCN(CCC3CCCCC3)C(=O)C2=O)N(CCC2CCCCC2)C1=O,-3%
CCC(=O)N1CCC1(C)C(=O)Nc1ccc2c(c1)CCN2C(C)=O (centres undefined),-8%
CC(=O)Nc1cccc(-c2csc(C(C)(O)c3cccc(F)c3)n2)c1 (centres undefined),-13%
C[C@@H]1CN([C@@H](C)CO)C(=O)c2cc(N(C)C)ccc2O[C@@H](C)CCCCO[C@@H]1CN(C)Cc1ccc2c(c1)OCO2,-6%
O=C1NC[C@H](CCCCN2C[C@H](Cc3ccc(O)cc3)N(CCc3ccc(O)cc3)C(=O)C2=O)N(CC2CCCCC2)C1=O,0%
COc1ccc(NC(=O)COC(=O)c2ccc(S(=O)(=O)N3CCCCC3)cc2)c(OC)c1,-7%
O=C(NCc1cccnc1)C1C2C=CC(C2)C1C(=O)Nc1cccc(C(F)(F)F)c1 (centres undefined),-4%
CCOC1=C2CN(S(=O)(=O)c3ccc(C)cc3)[C@H](c3ccccc3)C[C@H]2[C@H]2C(=O)N(c3ccccc3)C(=O)[C@H]2C1,-3%
CCC(=O)N1CCC1(C)C(=O)Nc1cc(-c2ccccc2)nn1C (centres undefined),?
CN(C)CCCn1c2c(c(SCC(=O)Nc3ccc4c(c3)OCCO4)nc1=O)CCCC2,-22%
O=C1NC[C@H](CCCCN2C[C@H](Cc3ccccc3)N(CC3CCCCC3)C(=O)C2=O)N(CCC2CCCCC2)C1=O,14%
CCCc1cc(C(=O)OCC(=O)NCCc2ccccc2)sc1C,0%
CCCCN(CCCC)c1ccc(C=Nc2ccc(/C=C/c3ccnc4ccccc34)cc2)cc1C,-5%
O=C(NCc1ccc(F)cc1)c1cc(C2CCCCN2C(=O)CCCc2ccccc2)on1 (centres undefined),-15%
COC(=O)c1ccc2nc(-c3ccc(F)cc3)c(Cc3ccc(C)cc3)n2c1,31%
C[C@@H](NC(=O)[C@@H]1CCCN1C(=O)[C@@H]1CCCN1C(=O)c1cccc(Cl)c1)c1ccccc1,5%

# Continuation:
SMILES,BRCA1 expr act
Fc1ccc(-c2nc3ccc(Cl)cn3c2Cc2cccc(F)c2)cc1,3%
Cc1cc(NC(=O)c2ccc3sc([C@@H]4O[C@H](CO)[C@H](O)[C@H](O)[C@H]4O)nc3c2)n(C)n1,5%
COCCc1ccc(OC2(C)CCN(Cc3cccn3-c3nccs3)C2)cc1 (centres undefined),-10%
COc1ccccc1-c1cnc(C(O)c2ccc(C)cc2C)[nH]1 (centres undefined),-3%
O=C(COC(=O)c1cccc(S(=O)(=O)N2CCCCC2)c1)NCc1cccc(Cl)c1,3%
CC1(C)CC(=O)C=C(c2ccc(-c3cnn(Cc4ccccc4)c3)cc2)C1=O,-28%
COC(=O)CCCn1cc(CN2CC(N3CCN(Cc4ccccc4F)CC3)CS2(=O)=O)nn1 (centres undefined),14%
CCOC(=O)C1=CCC2C(=O)N(CC)C(=O)C12 (centres undefined),-5%
CCNC(=O)C1(C)CCCN(Cc2cccc3c2OCCO3)C1 (centres undefined),-7%
CCCn1c(C)cc(C(=O)CN2C(=O)NC3(CCCCCC3)C2=O)c1C,75%
O=[N+]([O-])c1ccc(CN2CC(N3CC=CC3)CS2(=O)=O)cc1 (centres undefined),20%
C[C@H]1CN([C@@H](C)CO)S(=O)(=O)c2ccc(Br)cc2O[C@H]1CN(C)C(=O)CCN1CCCCC1,-16%
CCN(CC)CCN(C)C(c1cc2ccccc2o1)c1nnnn1C(C)(C)C (centres undefined),0%
CC(C)(C)C(=O)Nc1ccc(N2CCN(C(=O)c3cccs3)CC2)cc1,31%
CC(C)(C)S(=O)N1Cc2cc(C(=O)NCC(F)(F)F)nc(-c3cccc(-c4cccc(F)c4)c3)c2[C@@H]1CCO (some centres undefined),-64%
CC1(C)C2CCC(CN)C1C2 (centres undefined),5%
Cc1c([N+](=O)[O-])oc2c1C(=O)NCCC2,0%
Cc1cc(C(=O)N2CCC2(C)C(=O)NS(=O)(=O)c2cccc(Cl)c2)nn1C (centres undefined),10%
Cc1cccc(C)c1-n1nnnc1C(c1ccccc1OC(F)(F)F)N1CCN(C/C=C/c2ccccc2)CC1 (centres undefined),-36%
O=C1Nc2cnc(Cl)nc2Nc2ccccc21,-8%

# Arranged by heavy-atom count (descending): part of the list above.
SMILES,BRCA1 expr act
Cc1cccc(C)c1-n1nnnc1C(c1ccccc1OC(F)(F)F)N1CCN(C/C=C/c2ccccc2)CC1 (centres undefined),-36%
O=C1Nc2cnc(Cl)nc2Nc2ccccc21,-8%
CC1(C)C2CCC(CN)C1C2 (centres undefined),5%

# (further entries)
SMILES,BRCA1 expr act
CCCC(=O)N1CCOCC1c1cc(C(=O)Nc2ccccc2)no1 (centres undefined),0%
O=S1(=O)CC(N2CCCC2)CN1C1CCCC1 (centres undefined),9%
CCc1ccc([C@H]2[C@@H]3C(=O)C[C@@H]4C(=O)N(C5CCCCC5)C(=O)[C@@H]4[C@@H]3CN2S(=O)(=O)c2ccc(C)cc2)cc1,-16%
COc1ccc(Cc2c(-c3cccc(Cl)c3)nc3ccc(C)cn23)c(C)c1,54%
CCNC(=O)C1(C)CCN(C(=O)c2ccc(C(=O)OC)cc2)C1 (centres undefined),35%
OC[C@@H]1CN(CCN2CCOCC2)C[C@H](n2cnc3c(NC4CC4)ncnc32)O1,1%
Fc1cccc(Cc2c(-c3cccc(Br)c3)nc3ccc(Br)cn23)c1,44%
Cc1noc(C)c1NC(=O)N(C)C[C@@H]1OCc2cnnn2CCCC(=O)N([C@@H](C)CO)C[C@@H]1C,1%
O=C(NCc1ccco1)c1c(Cl)cccc1Cl,18%
Cc1ccc(C)c(C(O)c2ncc(-c3cccc4ccccc34)[nH]2)c1 (centres undefined),-23%
Cc1cccnc1C1=NOC(Cc2ccccc2)C(=O)N1CCOc1ccc(F)cc1 (centres undefined),-2%
C[C@H]1CCCCO[C@H](CN(C)Cc2ccncc2)[C@@H](C)CN([C@@H](C)CO)C(=O)c2cc(NS(=O)(=O)c3ccccc3)ccc2O1,-17%
CN1CCCCC1(C)C(=O)NCc1cc(Cl)ccc1F (centres undefined),4%
CCCCNC(=O)C1(C)CCC(=O)N1C1CC1 (centres undefined),6%
